# PRMT1 inh: PRMT1 (human) inhibition, primary screen; inhibition, % at 2.79 µM; actives 1.3% (n = 370,000); recombinant PRMT1, activity-based probe fluorescence polarization; Q99873; AID 652257;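 active means inhibition above about 21% made by adding two undisclosed values, limit read from the data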
# Rev-erbA mod: modulators of human Rev-erb alpha DNA binding; P20393; actives 0.79% (n = 370,000); activity, % at 10 µM; Rev-erbα–FITC-DNA binding, fluorescence polarization, 90 min;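 active means activity above about 14%, limit read from the data; passing the limit was not always enough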;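 further: 0% = DMSO wells with 35 nM protein and 100% = DMSO wells with 750 nM protein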
# PG9 Ab binder: small molecules binding HIV-1 gp120 antibody PG9. TR-FRET gp120-PG9 antibody binding. inhibition, % at 6.7 µM. actives 0.43% (n = 360,000). AID 624416; in the data active means inhibition above about 8.5%
# UHRF1 MBD2 ctr: human UHRF1 methylated DNA binding inhibitors; UHRF1 binding to methylated oligo, TR-FRET; inhibition, % at 4.4 µM; actives 0.75% (n = 370,000); AID 687016; in the data active means inhibition above about 21%;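 further: UHRF1 SRA domain binding a hemimethylated CpG hairpin DNA probe; 0% = median of test compound wells and 100% = reference inhibitor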
# LEDGF integ inh: blocks HIV-1 LEDGF/p75-dependent DNA integration. actives 0.64% (n = 370,000). inhibition, % at 3.7 µM. TR-FRET IN-LEDGF/p75 DNA integration, Eu/Cy5. AID 743269;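 active means inhibition above the screen-wide mean plus 3 SD, cut at about 13% in these data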;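 further: signal is the Cy5 over europium emission ratio at 671 and 618 nm; 0% = plate median of compound wells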
# MBD2 inh: inhibitors of human MBD2 binding to methylated oligonucleotide; AID 686964; Q9UBB5; inhibition, % at 4.4 µM; actives 0.31% (n = 370,000); TR-FRET; in the data active means inhibition above about 13%
# Target sequence (Q9UBB5 whole entry, looked up): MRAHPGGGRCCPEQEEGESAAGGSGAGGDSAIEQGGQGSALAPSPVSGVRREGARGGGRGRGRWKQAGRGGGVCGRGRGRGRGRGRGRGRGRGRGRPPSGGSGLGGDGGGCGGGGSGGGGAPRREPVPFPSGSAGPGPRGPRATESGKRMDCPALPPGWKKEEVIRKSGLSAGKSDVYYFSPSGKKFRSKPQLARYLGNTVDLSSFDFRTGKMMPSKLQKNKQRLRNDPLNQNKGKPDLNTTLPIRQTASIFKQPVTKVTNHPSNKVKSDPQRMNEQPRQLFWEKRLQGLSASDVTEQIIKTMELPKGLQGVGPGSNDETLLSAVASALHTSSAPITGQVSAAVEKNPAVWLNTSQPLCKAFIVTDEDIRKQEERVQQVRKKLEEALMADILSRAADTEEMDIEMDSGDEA
# TCR CD3 inh: human TCR-CD3 binding inhibition. TAMRA-labeled TCR probe fluorescence, biochemical. inhibition, % at 9.4 µM. actives 0.37% (n = 360,000); in the data active means inhibition above about 19%;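 further: recombinant mutant TCR 2C K166C tagged with TAMRA read by polarization; 0% = receptor in buffer alone and 100% = receptor with positive control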
# rCAG binder: molecules binding r(CAG) RNA repeats; r(CAG) RNA repeat, TO-PRO-1 dye displacement fluorescence; inhibition, % at 3 µM; actives 1.3% (n = 370,000); AID 651821;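 active means inhibition above the plate cutoff, the mean of all test compounds on that plate plus 3 SD, cut at about 35% in these data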;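 further: 0% = DMSO alone and 100% = 100 µM mitoxantrone as full dye displacement; higher means more dye released from RNA so lower well fluorescence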
# ABHD4 inh: ABHD4 (mouse) inhibition, primary FP screen. Q8VD66. purified mABHD4, FP-Rh probe fluorescence polarization. inhibition, % at 8.92 µM. actives 0.54% (n = 370,000). AID 720543;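 active means inhibition exceeding the mean over every tested compound plus 3 SD, cut at about 30% in these data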;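 further: 0% = plate median of compound wells and 100% = S159A mutant with DMSO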
# Target sequence (Q8VD66 whole entry, looked up): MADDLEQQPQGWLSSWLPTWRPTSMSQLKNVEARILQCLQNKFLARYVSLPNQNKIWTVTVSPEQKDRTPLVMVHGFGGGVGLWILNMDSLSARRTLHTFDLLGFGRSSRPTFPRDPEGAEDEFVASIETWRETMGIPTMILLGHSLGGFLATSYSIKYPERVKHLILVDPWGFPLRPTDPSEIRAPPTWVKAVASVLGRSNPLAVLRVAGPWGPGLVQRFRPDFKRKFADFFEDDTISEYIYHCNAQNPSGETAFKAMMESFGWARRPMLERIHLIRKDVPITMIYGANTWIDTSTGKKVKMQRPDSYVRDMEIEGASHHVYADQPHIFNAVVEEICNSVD
#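 Doses – 8.92 µM, single dose · Material – wild-type mouse ABHD4 protein · Replication – single well per compound (singlicate) · Measure – percent inhibition of probe binding, normalized to plate controls · Schedule – 45 min compound pre-incubation plus 60 min probe step, 25 °C · Detection – fluorescence polarization with parallel and perpendicular emission, 525/598 nm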
# HTRA1 inhibitor: HTRA1 (human) protease inhibition. inhibition, % at 5.96 µM. Q92743. recombinant HTRA1, FP-rhodamine activity-based probe, fluorescence polarization. AID 504803. actives 0.5% (n = 340,000); in the data active means inhibition above about 36%;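 further: 0% = enzyme with DMSO and 100% = wells lacking enzyme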
# * marks the source's active call; other numbers are inactive results; . = not tested or not shown; & = joins results of further samples.
SMILES,PRMT1 inh,Rev-erbA mod,PG9 Ab binder,UHRF1 MBD2 ctr,LEDGF integ inh,MBD2 inh,TCR CD3 inh,rCAG binder,ABHD4 inh,HTRA1 inhibitor
Cc1ccc2cc3cc(C(=O)NC4CC4)oc3nc2c1,7.7,0.2,-1.6,-1.2,-6.0,-0.4,-2.1,-1.4,2.1,1.1
O=C(NNc1ccc([N+](=O)[O-])cn1)Nc1ccc(N=Nc2ccccc2)cc1,3.2,-0.1,0.2,-4.2,0.0,-6.0,-0.9,17.8,7.9,8.2
N#Cc1ccc(C(=O)NC(=S)NC2CCCCC2)cc1,-0.9,-7.0,1.0,-0.3,-4.5,0.6,-7.5,2.5,-1.3,-3.7
COc1ccc(C=NNC(=S)NC23CC4CC(CC(C4)C2)C3)cc1OC,-0.1,2.5,-0.8,5.4,-0.5,-2.4,3.3,4.2,3.4,-28.9
CN(C)CCCOC(=O)c1sc2ccccc2c1Cl,4.3,-1.8,0.8,-9.5,-2.4,-1.8,-6.2,-1.2,2.9,2.8
O=C(NCc1ccc2c(c1)OCO2)C1CC(=O)N(c2ccc(O)cc2)C1 (stereo not given),2.6,-0.6,-1.5,1.3,2.5,-0.3,-2.7,-0.7,-5.4,1.7
COc1cc(C(=O)NCCCNc2nc3cc(C)c(C)cc3cc2C#N)cc(OC)c1OC,-1.2,3.4,0.4,1.6,-0.5,1.8,4.4,-6.5,-0.8,-8.0
Cc1ccc2nc(N3CCN(C(=O)c4ccco4)CC3)c3nncn3c2c1,-4.5,-3.6,-2.3,0.5,-0.2,2.5,6.3,-3.1,5.8,1.0
O=c1c2c(-c3ccc([N+](=O)[O-])cc3)csc2nc2n1CCCCC2,7.2,-7.5,0.9,-0.9,-5.5,2.5,-12.2,-0.5,4.5,0.9
COc1ccc(NC(=O)c2nn(C)c3c2CS(=O)(=O)c2ccccc2-3)cc1,-0.6,0.9,1.8,1.6,0.7,-4.7,5.5,0.7,2.9,7.0
CCCCN(C(=O)C1=NN(c2cc(C)ccc2C)C(=O)CC1)c1c(N)n(CCC)c(=O)[nH]c1=O,-6.4,0.9,-1.9,-1.8,1.1,-3.3,-2.9,3.8,0.9,9.0
CN(C)c1ccc(CNCCC(Cc2ccccc2)c2ccco2)cc1 (stereo not given),0.5,-6.0,-1.3,-0.3,7.9,-5.6,4.5,12.0,12.0,11.9
O=C(/C=C/c1ccc(F)cc1)NC(=S)N1CCCCC1c1cccnc1 (stereo not given),11.6,5.5,-0.4,-1.4,-6.6,-1.1,5.5,-5.5,0.7,5.7
Cc1cc(C)c2c(=O)n(CC(=O)Nc3ccc(Br)c(C)c3)sc2n1,92.7*,-1.7,-0.9,-0.3,0.7,0.4,4.5,5.6,4.2,-5.0
COc1ccc(-c2nc(CN(CC3CCC(=O)N3)C(C)C)c(C)o2)c(C)c1C (stereo not given),-3.5,5.5,0.9,-0.3,2.3,1.9,-0.6,-9.7,0.1,-6.2
O=C(Nc1ccc(Br)cc1)C1CC(c2c(F)cccc2Cl)=NO1 (stereo not given),0.1,-4.6,-2.5,-0.5,0.5,0.4,4.6,-2.8,-2.4,-9.2
Cc1cn(C2CCCCO2)c(=O)[nH]c1=O (stereo not given),0.7,-3.6,0.6,1.4,-4.3,1.7,-6.6,0.3,1.2,3.4
COc1ccc(N(CC(=O)Nc2ccccc2F)S(=O)(=O)c2ccc(OC)c(OC)c2)cc1,4.1,-0.8,-0.4,-0.4,-3.1,4.7,-4.5,-0.1,-0.1,-16.6
O=C(Nc1ncc(Cc2cccc(Cl)c2)s1)C1=NCCN1,-2.1,-0.5,-2.6,-1.9,1.1,-6.6,0.7,4.4,-1.6,0.2
CC(C)(C)N(Cc1ccccc1)C(=O)CN1C(=O)c2ccccc2S1(=O)=O,1.0,7.8,3.1,-0.4,2.0,1.0,-3.1,0.1,8.0,-4.9
CCOC(=O)N1CCN(C(=O)c2c[nH]c3ccc(S(=O)(=O)N(C)c4ccc(F)cc4)cc3c2=O)CC1,-4.0,4.0,7.1,0.6,4.1,-5.5,6.5,4.4,-3.0,1.3
O=C(NCC1CC1)Nc1cccc(C(F)(F)F)c1,-3.4,0.9,-2.0,2.0,3.1,-0.8,-3.4,-3.0,-4.4,-0.6
O=c1[nH]c2cc(Cl)cc([N+](=O)[O-])c2c2ccc(Cl)cc12,-3.1,-11.9,0.9,-0.4,-0.3,4.5,5.1,3.2,6.9,-5.9
Cc1cccc(NC(=O)CNC(=O)c2cc(C3CC3)nn2-c2ccccc2)c1C,0.3,-5.5,1.2,1.6,0.6,-1.5,-6.1,0.2,-8.6,-15.4
Cc1ccc(Cn2ccc(NC(=O)c3nc4ncccn4n3)n2)cc1,-0.8,-3.2,0.5,-2.2,-0.2,-2.9,10.8,-2.5,3.4,-0.5
CCS(=O)(=O)Nc1ccc(C2=NN(C(=O)c3ccco3)C(c3ccc(Cl)o3)C2)cc1 (stereo not given),3.8,-3.8,0.0,-0.7,-7.5,2.0,-3.7,8.5,-24.7,-10.0
O=C(OCCN1CCOCC1)c1cccs1,3.5,-3.0,-0.3,5.4,-0.9,4.9,-7.9,1.7,1.0,-2.9
O=[N+]([O-])c1cccc(/C([O-])=C(/C(=S)Nc2ccccc2)[n+]2ccccc2)c1,6.2,-3.2,-1.1,-3.3,0.9,-1.7,-1.6,8.8,12.5,6.6
O=C(COC(=O)c1ccc(S(=O)(=O)N2CCCCCC2)cc1)NCc1ccc(F)cc1,-1.6,-7.1,-1.3,0.1,3.0,1.1,1.9,0.9,6.2,-1.4
O=C1c2nc3ccccn3c2C(=O)N1Cc1ccccc1,1.0,-5.2,-1.4,-2.5,1.2,-1.3,3.7,2.7,5.0,1.8
CO/N=C/CC(=O)Nc1ccc(F)cc1F,2.5,-0.1,-0.6,4.7,1.1,11.1,0.2,0.0,-7.3,4.5
COC(=O)C(NNc1ccccc1)(NC(=O)c1cccc(F)c1)C(F)(F)F (stereo not given),7.5,0.7,1.1,0.9,-1.0,4.5,2.1,-1.5,10.5,-1.7
c1ccc2ccccc2c1,-1.8,-0.4&1.1,-1.1,0.2,1.9,-2.5,8.8,0.4,-3.0,3.6
CC1CCCCN1S(=O)(=O)Cc1ccccc1Cl (stereo not given),-1.3,2.0,-1.1,-3.2,-2.4,-1.1,0.3,-3.9,-2.3,-0.1
CCOC(=O)c1cnn(-c2ncnc3sc(C)c(C)c23)c1N,-3.8,5.1,-1.8,-1.1,-0.6,0.1,-1.4,-1.9,0.0,6.3
COc1ccc(OC)c(-c2nnc3n2N=C(c2ccc(OC)c(OC)c2)CS3)c1,0.2,-5.3,-1.8,-0.2,-0.8,-3.9,6.0,4.2,-2.0,-3.0

# One compound at a time, from the list above:
# Listed for COC(=O)C(NNc1ccccc1)(NC(=O)c1cccc(F)c1)C(F)(F)F (stereo not given) → PRMT1 inh = 7.5; Rev-erbA mod = 0.7; PG9 Ab binder = 1.1; UHRF1 MBD2 ctr = 0.9; LEDGF integ inh = -1.0; MBD2 inh = 4.5; TCR CD3 inh = 2.1; rCAG binder = -1.5; ABHD4 inh = 10.5; HTRA1 inhibitor = -1.7
# Listed for c1ccc2ccccc2c1 → PRMT1 inh = -1.8; Rev-erbA mod = -0.4&1.1; PG9 Ab binder = -1.1; UHRF1 MBD2 ctr = 0.2; LEDGF integ inh = 1.9; MBD2 inh = -2.5; TCR CD3 inh = 8.8; rCAG binder = 0.4; ABHD4 inh = -3.0; HTRA1 inhibitor = 3.6

# Following part:
SMILES,PRMT1 inh,Rev-erbA mod,PG9 Ab binder,UHRF1 MBD2 ctr,LEDGF integ inh,MBD2 inh,TCR CD3 inh,rCAG binder,ABHD4 inh,HTRA1 inhibitor
CCNc1nc(NCC)n2c(SCC(=O)Nc3ccc(NC(C)=O)cc3)nnc2n1,-4.5,-7.6,0.1,1.4,3.0,-3.1,8.9,-1.0,3.3,-0.6
Nc1cc(=O)[nH]c(=S)n1-c1cccc(C(F)(F)F)c1,0.6,1.5,-0.9,3.8,0.3,4.7,-0.8,-2.1,4.1,4.8
Cc1ccc(C(=O)N2[C@@H]3CN(C)C(=O)[C@@]2(C)[C@H]2C(=O)N(C)C(=O)[C@@H]32)cc1,-0.9,-2.4,-0.2,7.1,-3.1,2.9,5.8,-2.0,-0.6,-2.4
C/C(=N\NC(N)=O)c1cc(Cl)cc(Cl)c1O,1.7,4.9,-1.4,-1.6,-6.1,-0.7,0.6,-0.2,0.8,.
C=CCOC(=O)C1C(=O)CC(C)(O)C(C(=O)OCC=C)C1c1ccc(N(C)C)cc1 (stereo not given),0.2,-0.1,1.6,-0.5,-2.7,4.1,5.5,-9.6,-2.9,1.5
CCCN1CCCCC(NC(=O)c2ccc(C)cc2C)C1=O (stereo not given),2.3,1.2,-0.3,1.1,-4.1,-0.4,0.0,-1.6,2.1,.
COC[C@H]1CCCN1c1ccc2c(c1)O[C@H](C)CCN(C1CC1)S2(=O)=O,6.0,-2.3,.,-2.6,0.5,1.9,.,5.5,3.8,.
O=C(c1ccc(Br)o1)N1CCN(Cc2ccc3c(c2)OCO3)CC1,-4.7,0.3,0.2,-0.4,-0.7,3.2,-4.0,-3.9,6.0,1.8
CC(=O)Nc1ccc(C(=O)OCC(=O)NCc2ccc3c(c2)OCO3)cc1,-8.1,-0.2,-2.4,0.4,3.5,-3.5,-5.3,2.9,-8.0,9.0
CCCOc1ccc(C(C)(O)CN2CCOCC2)cc1 (stereo not given),-3.3,4.9,-1.4,1.5,4.8,2.5,-0.5,-1.9,7.2,-4.0
Cc1ccc(C(=O)COC(=O)CCN2C(=O)C3C4CCC(C4)C3C2=O)cc1[N+](=O)[O-] (stereo not given),-0.6,-4.2,1.0,-1.5,0.4,-3.7,10.4,-5.7,0.8,-2.4
CCOC(=O)C1=C(C)Nc2ccccc2N=C1NC(=O)c1cccc(S(=O)(=O)N(C)C)c1,-1.0,0.8,-1.4,-2.2,3.7,-3.7,-1.3,7.7,3.4,0.5
O=C(COC(=O)C1CCN(S(=O)(=O)c2cccs2)CC1)NCc1ccc(F)cc1,-2.8,2.1,-0.4,-1.1,2.0,-4.5,9.1,-2.5,-4.5,-10.1
COc1ccc(CCNCC(=O)Nc2ccc(C(=O)N3CCCCC3)cc2)cc1,-3.5,1.6,-2.5,0.2,1.1,-3.1,1.4,-6.0,8.2,0.1
Cc1cccnc1C(NC(=O)C1CCN(Cc2ccc(Cl)cc2)CC1)c1ccc(F)cc1 (stereo not given),-7.3,4.8,-3.6,-0.2,1.0,5.9,-1.8,-0.8,-1.1,.
Cc1nc(N2CCN(Cc3ccc4c(c3)OCO4)CC2)[nH]c(=O)c1C,3.4,0.0,-2.8,2.2,-0.4,-0.9,-2.7,-4.3,3.2,-2.8
Cc1[nH][nH]c(=O)c1C=NCc1ccc(Cl)cc1,-2.2,-5.1,-1.9,-2.2,0.8,-6.0,-6.7,5.9,-1.3,6.0
S=C(Nc1ccccc1)Nc1ccc(OCc2ccccc2)cc1,-0.7,-2.2,0.1,0.3,-1.0,3.3,-0.5,2.5,1.1,1.2
COc1ccc(Cl)cc1NC(=S)N(Cc1ccccc1C)CC1CCC(C(=O)O)CC1 (stereo not given),2.8,-4.5,-0.8,0.2,-1.0,2.4,-6.8,44.9*,-12.8,-15.1
c1ccc2c(-c3nnc4n3CCCCC4)c[nH]c2c1,-4.7,-1.5,1.4,-0.3,0.7,-0.4,2.7,-1.0,-3.0,-2.7

# Screens: PubChem BioAssay, several laboratories

# This is a subset; rates above refer to the full screens.
